Compound activity as filed in PubChem.
MCF10A rereplic = A quantitative high throughput screen for small molecules that induce DNA re-replication in MCF 10a normal breast cells | hit rate 2.9% among 350,000 | MCF 10A DNA re-replication, Hoechst nuclear intensity, 48 h | Potency, µM (titrated, usually from 46.1 µM), for inactives: top-dose activity, positive = re-replication, actives largely listed as activators; further: potency means the concentration at half of the fitted maximal effect; % of control where 0% means no effect; nearly all actives have a fitted effect of over 50% in size
TGFb SMAD3 inh = qHTS for Inhibitors of TGF-b; HepG2 CAGA-GFP TGF-b/SMAD3 reporter, GFP fluorescence, 18 h; TGF-beta stimulated, 500 pg/mL final; Potency, µM (series often up to 46.1 µM), without a hit: top-dose activity, negative = inhibition, hits mostly inhibitors; hit rate 1.2% among 410,000; further: potency means the concentration at half of the fitted maximal effect; on the % scale 0 is the no-effect control and ±100 the full control effect; nearly all actives have a fitted effect of over 65% in size
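First, reporter cells (HEPG2 CAGA-GFP) rested 2 h at 37 degrees C. Next, compounds were pinned in and TGF-beta added to 500 pg/mL final. After 18 h, GFP was imaged per cell and summed per well.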
S2 tox = Viability Counterscreen for Primary qHTS for Inhibitors of ATXN expression; S2 cells (HEK-293 line with an ATXN2-luciferase reporter) viability, CellTiter-Fluor protease fluorescence, 24 h; Potency, µM (series often up to 56.7 µM), usual class: cytotoxic; hit rate 0.49% among 400,000; further: potency means the concentration at half of the fitted maximal effect; nearly all actives have a fitted effect of over 40% in size
Nrf2 ARE act = qHTS of Nrf2 Activators | hit rate 0.31% among 410,000 | Potency, µM (series often up to 46.1 µM), for the others: top-dose activation, hits mostly activators | AREc32 ARE-luciferase reporter (MCF7-derived line), luminescence, 24 h; further: potency means the concentration at half of the fitted maximal effect; % of control where 0% means no effect; nearly all actives have a fitted effect of over 65% in size
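AREc32 cells carrying an ARE-driven firefly luciferase reporter were seeded at 1000 cells/well in OPTI-MEM with 5% FBS, then exposed to compound for 24 hr at 37 deg C. Luminescence was read with Steady-Glo after 30 min at RT.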
A549 viability = Nrf2 qHTS screen for inhibitors: counterscreen for cytotoxicity; A549 ARE-Fluc cells, CellTiter-Fluor viability, 18-24 h; Potency, µM (titrated, usually from 46 µM), without a hit: at the highest dose activity change, negative = cytotoxicity, most hits filed as inhibitors; hit rate 0.16% among 390,000; further: potency means the concentration at half of the fitted maximal effect; on the % scale 0 is the no-effect control and ±100 the full control effect
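A549 ARE-Fluc cells in 5% FBS OPTI-MEM, 5000 cells/well, rested 2 h then exposed to compounds in concentration-response for 18-24 h at 37 °C. Viability by CellTiter-Fluor fluorescence (Ex 405/Em 525) after 30 min; luciferase luminescence (BugLite, 15 min, RT) read afterwards.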
HepG2 viability = qHTS for Inhibitors of TGF-b: Cytotox Counterscreen | HepG2 CAGA-GFP viability, ATP luminescence, 18 h | AID 588856, 2011 | hit rate 0.76% among 410,000 | Potency, µM (doses to about 46.1 µM), for inactives: at the highest dose activity change, negative = cytotoxicity, actives largely listed as cytotoxic; further: potency means the concentration at half of the fitted maximal effect; some results filed as inactive show a strong effect at the top dose
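CellTiter-Glo luminescence gave cytotoxicity after 18 hours at 37 degrees C. The cells were HepG2 CAGA-GFP in 1% FBS DMEM, stimulated with 500 pg/mL TGF-beta after compound addition. %Activity was normalised to no-cell wells (complete cell-killing) and DMSO (no toxicity), and curves were fitted and classified.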
Nrf2 inh = Nrf2 qHTS screen for inhibitors; hit rate 2.1% among 360,000; Potency, µM (series often up to 46 µM), inactives show top-dose activity change, negative = inhibition, usual class: inhibitors; A549 ARE-Fluc reporter, luciferase luminescence, 18-24 h; further: potency means the concentration at half of the fitted maximal effect; on the % scale 0 is the no-effect control and ±100 the full control effect; nearly all actives have a fitted effect of over 60% in size
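Nrf2 activity is the BugLite luminescence, read 15 min after reagent at room temperature, following CellTiter-Fluor cytotoxicity readout (30 min, 37C). Compound titrations were applied for 18-24 h to 5000 A549 ARE_Fluc cells/well in 5% FBS OPTI-MEM.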
ATXN2 expr inh = Primary qHTS for Inhibitors of ATXN expression; HEK-293 ATXN2-luciferase reporter, luminescence, 24 h; Potency, µM (series often up to 57 µM), inactives show at the highest dose activity change, negative = inhibition, usual class: inhibitors; hit rate 0.72% among 360,000; AID 1745845, 2022; further: potency means the concentration at half of the fitted maximal effect; on the % scale 0 is the no-effect control and ±100 the full control effect; nearly all actives have a fitted effect of over 55% in size
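ATXN2-luciferase reporter cells (luciferase flanked by upstream and downstream ATXN2 gene portions) were treated 24 h at 37 °C with compounds at up to 57 uM. SteadyGlo luminescence gave expression; GF-AFC fluorescence gave viability.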
IL-1B inflam inh = qHTS for Inhibitors of Inflammasome Signaling: IL-1-beta AlphaLISA Primary Screen. THP-1 LPS/ATP IL-1B secretion, AlphaLISA, 16 h; stronger effect = lower value. activity change, % at 57.5 µM. hit rate 4.7% among 360,000. AID 743279, 2014; in the data active means activity change below about -50%; inconclusive means mostly about -30% to -49%; further: on the % scale 0 is the no-effect control and ±100 the full control effect
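THP-1 cells pretreated 1 hr with compounds (up to 57.5 uM final), then stimulated with LPS (250 ng/mL final) plus ATP (1.25 mM final); secreted IL-1B measured by AlphaLISA after 16 hr, decreased signal indicating inhibition.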
Numbers without * were called inactive; i = inactive; ? = inconclusive; nt = not tested or not shown; [ ] = dose if it differs, or a comment. Unless noted, the call rests on the fitted dose curve; in most records, active means well fitted curve in the direction sought with a large enough effect; inconclusive means small, poorly fitted or top-dose-only effect, or another doubt; inactive means no such curve, though single readings can be large; an effect the other way counts as inactive or inconclusive.

SMILES	MCF10A rereplic	TGFb SMAD3 inh	S2 tox	Nrf2 ARE act	A549 viability	HepG2 viability	Nrf2 inh	ATXN2 expr inh	IL-1B inflam inh
O=C(OCc1cn([C@@H]2CN(Cc3cccs3)[C@@H](c3ccc(Cl)cc3)C[C@H]2O)nn1)c1ccccc1	nt	1%	?	3.2%	nt	0%	nt	-36%	-20
Cc1onc(-c2c(F)cccc2Cl)c1C(=O)NC1CCCCCC1	?	-8%	i	0.0%	4%	-4%	10%	-23%	1
CCCc1nnc(NC(=O)CCC(=O)N2CCN(c3nc(C)cc(C)n3)CC2)s1	-1%	14%	i	0.9%	-5%	-14%	-5%	7%	7
CC1c2cc3c(cc2CCN1CC(=O)Nc1ccccc1)OCCCO3 (stereo unspecified)	0%	-12%	i	-0.9%	-11%	-35%	18µM*	-17%	6
Cc1c(C(=O)NCc2cccc([N+](=O)[O-])c2)sc(=O)n1Cc1cccc(F)c1	nt	-12%	i	0.9%	nt	7%	nt	-4%	?
C[C@@H]1CN([C@@H](C)CO)C(=O)CCCn2nncc2CO[C@H]1CN(C)Cc1ccc2c(c1)OCCO2	nt	-1%	i	0.5%	nt	-5%	nt	-4%	-4
CC(C)C(NS(=O)(=O)c1cccc2nsnc12)C(=O)NC1CCCCC1C (stereo unspecified)	4%	-3%	i	-0.8%	-1%	-5%	?	-10%	3
COc1ccc(CCNC(=O)CN(c2ccc(C)cc2)S(=O)(=O)c2c(C)noc2C)cc1OC	-5%	-2%	i	-1.4%	-2%	0%	12%	7%	-4
c1coc(-c2nc3n(n2)C2(CCCCC2)[C@@H]2CCCC[C@@H]2N3)c1	nt	0%	i	15%	-4%	-1%	?	12%	nt
O=[N+]([O-])c1cccc2c(S(=O)(=O)N3CCOCC3)cccc12	7%	-15%	i	0.6%[9.22 µM]	2%	-4%	9%	-4%	24
CNC(=O)c1c(NC(=O)c2cccc(N3C(=O)CCC3=O)c2)sc2c1CCCC2	?	0%	i	0.0%	-2%	1%	0%	0%	-2
CC1(OC(=O)C2CCCC2)C(=O)C=C2C=C(c3ccsc3)N(Cc3ccccc3)C=C2C1=O (stereo unspecified)	9%	-3%	i	6.4%	-15%	-5%	-2%	-6%	25
COC(=O)[C@@]1(Cc2ccccc2)[C@H]2C(=O)N(Cc3ccccc3)C(=O)[C@H]2[C@H]2CN=C(SCc3ccccc3)N21	-16%	?	i	4.6%	-7%	-30%	-26%	-4%	24
Clc1ccc(SCc2cn3ccccc3n2)cc1	-3%	-2%	i	7.3%	-5%	7%	?	13%	?
CCCOc1ccc(S(=O)(=O)NCCCN2CCOCC2)c2ccccc12	22%	2%	i	4.0%	13%	-15%	-13%	-4%	-12
CN(C)C(CNC(=O)c1ccc(S(=O)(=O)Nc2cccc(C(F)(F)F)c2)cc1)c1ccco1 (stereo unspecified)	?	-1%	i	5.3%	-2%	3%	4%	-13%	2
CCN(CC)S(=O)(=O)c1ccc(O)c(NS(=O)(=O)c2ccccc2F)c1	4%	-28%	i	0.1%	3%	-2%	8%	2%	-9
CCNC(=O)C1CC(=O)N(c2ccc(Br)cc2)C1 (stereo unspecified)	-14%	5%	i	0.2%	-7%	-17%	1%	15%	4
CCOC(=O)C1CCCN(C(=O)c2ccc(C(=O)c3ccccc3)cc2)C1 (stereo unspecified)	15%	-20%	i	0.2%	1%	-30%	-1%	nt	-12
CCCCCC1CC(=O)C=C(C)C1C(=O)OC (stereo unspecified)	0%	4%	i	0.2%	0%	-16%	-5%	-3%	12
COc1ccc(CC(=O)NCc2n[nH]c(=S)n2-c2ccc(F)cc2)cc1	2%	-3%	i	4.2%	7%	-14%	2%	nt	-1
O=C(Cn1c(=O)c(C(F)(F)F)nc2ccccc21)Nc1ccc(Br)cc1F	nt	-19%	i	-0.6%	2%	-26%	1%	15%	nt
NC(=S)NN=Cc1c[nH]c2nccnc12	nt	13µM*	?	5.4%	nt	-25%	nt	nt	51
CCOC(=O)c1ccccc1NC(=O)CSc1ccccc1	-3%	-1%	i	0.0%	8%	6%	4%	0%	-1
S=c1nc[nH]c2c1[nH]c1ccc(Cl)cc12	1%	-2%	i	2.2%	2%	-40%	14%	-17%	45
SMILES	MCF10A rereplic	TGFb SMAD3 inh	S2 tox	Nrf2 ARE act	A549 viability	HepG2 viability	Nrf2 inh	ATXN2 expr inh	IL-1B inflam inh
Cc1cc(SCC(=O)NCCC2=CCCCC2)nc2ccccc12	?	-21%	i	2.1%	-5%	-12%	-21%	-23%	-15
OC1CCN(Cc2cn(Cc3ccccc3)nc2-c2cc3ccccc3o2)CC1	-4%	12%	i	7.2%	7%	-23%	2%	-21%	?
CC(C)[C@H](NC(=O)N1CC(=O)Nc2ccccc21)C(=O)N1CCC(C(=O)O)CC1	2%	15%	i	-0.9%	3%	-1%	11%	6%	-10
Cc1nnc(SCC(=O)NCc2cccs2)n1-c1ccccc1	8%	3%	i	-0.4%	3%	-1%	4%	2%	1
COc1cc2c(cc1OC)[C@H](C)N(C(=O)NCc1ccccc1)CC2	?	3%	i	-2.3%	-18%	-5%	-16%	-20%	20
O=C(NCc1ccc2c(c1)OCO2)c1ccc(CS(=O)(=O)c2cccc(C(F)(F)F)c2)o1	4%	-23%	?	-0.3%	-3%	-15%	-14%	1%	0
O=C(NCCCN1CCOCC1)C(c1ccccc1)c1ccccc1	0%	-2%	i	0.2%	-6%	21%	8%	-16%	-9
CCOc1cc(C(=O)OCc2cc(=O)n3c(C)csc3n2)cc(OCC)c1OCC	nt	-3%	i	14%	0%	-1%	?	6%	nt
CC(C)(CSc1nncn1N)NS(=O)(=O)c1ccc(Cl)cc1	4%	-2%	i	-0.7%	-2%	5%	-16%	1%	23
O=C(N/N=C/c1cccs1)c1cnccn1	-17%	-16%	i	3.6%	1%	-17%	10%	14%	7
O=C(c1cc(-c2ccc(O)cc2)on1)N1CCc2ccccc2C1	5%	-16%	i	3.9%	-1%	-22%	10%	3%	-9
CCC(C(=O)Nc1c(C)cc(C)cc1C)N1CCCCCC1 (stereo unspecified)	-4%	24%	i	-1.2%	1%	11%	4%	nt	-10
CCOc1ccc(C(=O)Nc2ccc3oc(-c4ccc(Br)cc4)nc3c2)cc1	nt	-6%	nt	-0.6%	-2%	4%	-5%	nt	nt
C/C(CC(=O)Nc1cccnc1)=N\NC(=O)C(C)Oc1ccc(Cl)cc1Cl (stereo unspecified)	2%	1%	i	0.3%	-8%	3%	?	-15%	7
CCN(CC)CCN(C(=O)c1ccco1)c1nc2ccc(Cl)cc2s1	nt	?	i	8.2%	13%	-59%	-12%	-18%	nt
Cc1ccc(C)c(SCc2nc3sc(C(=O)O)c(C)c3c(=O)[nH]2)c1	28%	-7%	i	0.1%	-14%	1%	4%	-2%	10
COc1ccc(N2CCN(CC(=O)Nc3cc(C)on3)CC2)cc1	5%	-13%	i	0.1%	-6%	-3%	6%	3%	-7
O=C(NNS(=O)(=O)c1ccc(F)cc1F)c1csc(-c2cccnc2)n1	-3%	1%	i	0.3%	0%	-6%	-13%	nt	-19
N#Cc1c(SCC(N)=O)nc2c(c1-c1ccncc1)CCCC2	13%	4%	i	-0.2%	-3%	-13%	-20%	3%	64
COc1ccc(CN(C)CC(=O)Nc2sc3c(c2C#N)CCC3)cc1OC	?	-28%	i	0.9%	-10%	-18%	?	-10%	?
CC(NC(=O)Cc1ccccc1)C1COc2ccccc2O1 (stereo unspecified)	-2%	4%	i	-0.6%	-4%	0%	2%	7%	2
Cc1cc(C(=O)CSc2nc3ccccc3c(=O)[nH]2)c(C)n1CC1CCCO1 (stereo unspecified)	5%	-11%	?	3.3%	-24%	-39%	?	28%	-18
COC(=O)CCCC(=O)NC1CCCc2c1cnn2-c1ccc(F)cc1F (stereo unspecified)	0%	-20%	nt	0.1%	0%	-42%	5%	-4%	0
CCNc1nc(N2CCCC2)nc(N2CCCC2)n1	7%	-6%	i	-0.4%	-19%	-6%	-4%	-20%	0
O=C1CC2(CCN(C(=O)c3ccc(Br)cc3)CC2)Oc2ccccc21	-1%	-8%	i	-0.1%	0%	-9%	7%	-20%	-51*
SMILES	MCF10A rereplic	TGFb SMAD3 inh	S2 tox	Nrf2 ARE act	A549 viability	HepG2 viability	Nrf2 inh	ATXN2 expr inh	IL-1B inflam inh
CCN1CCCC1CNC(=O)C(=O)Nc1cccc(OC)c1 (stereo unspecified)	0%	-3%	?	0.2%	-2%	2%	8%	11%	15
O=C1CCC(C(=O)N2CCC(CO)(Cc3ccc(Cl)cc3)CC2)=NN1	0%	9%	i	0.0%	2%	0%	0%	-2%	16
CSc1ccc(-c2sc(Nc3cccc4ccccc34)n[n+]2-c2ccccc2)cc1	6%	?	?	-0.1%	-11%	-43%	-19%	-15%	-17
CS(=O)(=O)N(CCC#N)Cc1ccc(/C=C2\C(=O)Nc3ccccc32)o1	1%	7%	i	-0.2%	-19%	4%	?	3%	-78*
CC1Cc2nc(SCC(=O)N3CCN(c4ccccc4)CC3)n(CCc3ccccc3)c(=O)c2S1 (stereo unspecified)	6%	-13%	i	-1.0%	2%	-15%	?	-36%	-20
Cc1cc(NC(c2cccnc2)c2c(C)[nH]c3ccccc23)no1 (stereo unspecified)	15%	?	i	11%	1%	-54%	7%	18%	5
